RXFP1 ag: agonists of human relaxin receptor RXFP1 | HEK293T-RXFP1 cAMP TR-FRET, 30 min; response scale: percent of porcine relaxin response, buffer zero | Q9HBX9 | Potency, µM (top dose mostly 57.5 µM), for inactives: top-dose activation, most hits filed as activators | AID 2676 | actives 0.3% (n = 370,000); further: potency means the concentration at half of the fitted maximal effect; on the % scale 0 is the no-effect control and ±100 the full control effect; nearly all actives have a fitted effect of over 60% in size; many of its hits are not listed in these tables
Target sequence (Q9HBX9 whole entry, looked up): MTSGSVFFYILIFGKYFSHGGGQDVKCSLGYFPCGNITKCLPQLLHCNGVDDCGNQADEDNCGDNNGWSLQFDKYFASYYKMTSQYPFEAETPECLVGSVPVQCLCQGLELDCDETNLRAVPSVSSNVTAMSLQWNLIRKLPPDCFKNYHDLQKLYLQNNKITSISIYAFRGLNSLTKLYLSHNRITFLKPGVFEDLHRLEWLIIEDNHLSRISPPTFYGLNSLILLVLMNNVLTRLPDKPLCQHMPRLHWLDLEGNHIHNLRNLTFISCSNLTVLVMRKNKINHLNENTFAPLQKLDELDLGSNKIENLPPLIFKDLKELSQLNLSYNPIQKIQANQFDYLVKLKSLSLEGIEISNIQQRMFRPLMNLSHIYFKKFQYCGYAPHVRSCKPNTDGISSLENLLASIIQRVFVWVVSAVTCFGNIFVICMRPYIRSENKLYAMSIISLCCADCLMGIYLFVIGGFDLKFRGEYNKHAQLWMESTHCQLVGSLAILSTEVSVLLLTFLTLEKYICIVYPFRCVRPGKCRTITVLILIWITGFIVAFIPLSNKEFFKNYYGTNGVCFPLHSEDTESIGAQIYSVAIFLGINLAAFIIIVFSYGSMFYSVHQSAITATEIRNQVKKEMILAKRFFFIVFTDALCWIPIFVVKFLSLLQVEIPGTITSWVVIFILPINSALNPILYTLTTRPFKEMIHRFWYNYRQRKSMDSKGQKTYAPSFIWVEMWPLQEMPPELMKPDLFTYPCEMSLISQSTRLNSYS
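cAMP rise read by TR-FRET after 30 min, 37C compound exposure (up to 58 uM) in RXFP1-transfected HEK293 cells with Ro 20174 present. EC50 from Hill-equation fits, with 29 nM porcine relaxin as 100% and buffer as basal.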
TRHR agonist: TRH receptor (human) agonism. activation, % at 2 µM. TRHR cells, calcium flux fluo-8, FDSS agonist mode. P34981. actives 0.18% (n = 360,000); in the data active means activation above about 30%; further: 0% is about no effect
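Agonist-mode FDSS calcium read (Ex 480/Em 530, 1 s cycles) in 1536-well TRHR cells with fluo-8 dye, after 10-cycle baseline and 23 nL compound addition; TRH at EC20 (10 nM final) added afterwards for the enhancer phase.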
D2 PAM: positive allosteric modulators of human D2 dopamine receptor. P14416. HEK293 T-REx D2, calcium flux, EC20 dopamine potentiation. AID 485347. potentiation, % at 10 µM. actives 0.34% (n = 340,000);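 active means potentiation over 3 SD above the plate norm, cut at about 30% in these data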; further: 0% is about no effect
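Calcium flux readout, no-wash dye, 1 read/s. Inducible HEK293 Trex D2 line, overnight 30 C. Compound alone 180 s (agonist flags), then EC20 dopamine, another 180 s to score potentiation.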
RXFP1 antagonist: RXFP1 (human) relaxin receptor antagonism | Q9HBX9 | HEK293-RXFP1, relaxin-stimulated cAMP HTRF, 30 min; stronger effect = lower value | activity change, negative = inhibition, % at 57.5 µM | actives 0.59% (n = 350,000);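 active means activity change of -60% or lower, but not beyond a set lower limit; inconclusive means change between -60% and -40%, or beyond the set limit; inactive means change above -40%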; further: on the % scale 0 is the no-effect control and ±100 the full control effect
D1 antagonist: blocks dopamine activation of the human D1 receptor; P21728; HEK293 TREx D1 cells, calcium flux, dopamine EC80; stronger effect = lower value; activity change, negative = inhibition, % at 10 µM; actives 3.2% (n = 360,000); AID 504652; in the data active means activity change below about -30%; further: on the % scale 0 is the no-effect control and ±100 the full control effect
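Tetracycline-induced HEK293 T-REx cells with force-coupled D1 receptor were loaded with a no-wash calcium dye. Compound was added after a 10 s baseline and read kinetically for 180 s; EC80 dopamine was then added and calcium flux followed another 180 s.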
TRHR PAM: allosterically enhances the human TRH receptor; P34981; TRHR cells, fluo-8 calcium fluorescence, EC20 TRH enhancement; enhancement, % at 2 µM; actives 0.66% (n = 360,000); AID 493056; in the data active means enhancement above about 30%; further: 0% is about no effect
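Enhancer read-out: after compound pinning and an initial kinetic agonist-mode read, an EC20 of TRH (10 nM final) was injected and fluo-8 calcium signal (Ex 480/Em 530) followed at 1 s/cycle for 100 cycles in TRHR-expressing cells.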
Apoferritin bind: binds horse apoferritin like a general anesthetic. Potency, µM (highest dose often 77.5 µM), for the others: top-dose activity change, negative = displacement, hits mostly inhibitors. AID 485281. actives 0.074% (n = 350,000). P02791. apoferritin/1-aminoanthracene competitive binding, fluorescence; further: potency means the concentration at half of the fitted maximal effect; on the % scale 0 is the no-effect control and ±100 the full control effect; nearly all actives have a fitted effect of over 20% in size
Target sequence (P02791 2-175 limits assumed): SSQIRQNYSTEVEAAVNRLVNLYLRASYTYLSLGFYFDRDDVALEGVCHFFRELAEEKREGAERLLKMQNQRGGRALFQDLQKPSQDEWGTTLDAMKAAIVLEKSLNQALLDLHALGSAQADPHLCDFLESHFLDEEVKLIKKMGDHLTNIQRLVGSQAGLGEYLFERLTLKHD
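10 uM apoferritin + 50% sat. 1-AMA, PBS; cpd 10 min RT; Ex380/Em535 endpoint; normalized to free probe vs complex; 4-param Hill fit; propofol titration as pos. ctrl.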
D1 potentiator: enhances dopamine response at the human D1 receptor; P21728; HEK293 TREx D1 cells, calcium flux, dopamine EC20 potentiation; potentiation, % at 10 µM; actives 0.036% (n = 360,000); AID 504651; in the data active means potentiation above about 30%; further: 0% is about no effect
D1 agonist: agonists of human D1 dopamine receptor; HEK293 T-REx D1 cells, calcium flux, agonist mode; actives 1% (n = 360,000); activation, % at 2 µM; in the data active means activation above about 30%; further: 0% is about no effect
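Agonism was scored from calcium flux recorded over 180 s (1 read/s) after pintool compound addition, following a 10-cycle baseline. Cells were inducible force-coupled HEK293 TREx D1, plated overnight at 30 C and loaded with no-wash calcium dye.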
* = called active by the depositor; ? = inconclusive; nt = no result given; & = joins results of further samples; [ ] = another dose, or the depositor's remark. Unless noted, the call rests on the fitted dose curve; in most records, active means well fitted curve in the direction sought with a large enough effect; inconclusive means small, poorly fitted or top-dose-only effect, or another doubt; inactive means no such curve, though single readings can be large; an effect the other way counts as inactive or inconclusive. An excerpt; the hit share may differ from the screen's.

Screens in order – RXFP1 ag, Apoferritin bind, TRHR agonist, RXFP1 antagonist, D1 potentiator, D2 PAM, D1 agonist, D1 antagonist, TRHR PAM
1: Cc1ccc(N(CC(O)CN2CCCC2)S(=O)(=O)c2ccccc2)cc1 (configuration not stated)
 : 0.6%, -17%, 0.2, -20, -3, 2, 3, 6, 5
2: COc1ccccc1NS(=O)(=O)c1cccc(NC(=O)C2CC(=O)N(Cc3ccccc3)C2)c1 (configuration not stated)
 : 2.1%, -7%, 0.2, -3, 12, -9, 2, 12, -2
3: O=C(O)c1cc2c(cc1NC(=O)c1c(F)cccc1F)OCCCO2
 : 2.1%, 5%, -0.5, -2, 2, 3, 3, -12, 19
4: COc1ccc(CCNC(=O)C2CCN(C(=O)NC3CCCCC3)CC2)cc1
 : -0.8%, -4%, 0.2, 3, -9, -1, 1, -9, 0
5: CC(C)c1ccc(C2/C(=C(/O)c3ccc(F)cc3)C(=O)C(=O)N2CCCN2CCOCC2)cc1 (configuration not stated)
 : 4.1%, -15%, 0.4, -7, 0, -3, 9, -11, 6
6: CN1CCN(C(=O)c2cc(COc3ccccc3)on2)[C@@H](c2ccccc2)C1
 : -2.7%, -15%, 0.7, -3, -2, -3, 6, 3, 3
7: COc1ccc(S(=O)(=O)N2CCCCCC2)cc1NC(=O)CN1C(=O)NC(C)(c2ccccc2)C1=O (configuration not stated)
 : 0.4%, nt, 0.0, 0, -5, 6, 1, -31*, 24
8: CCC(=O)/C=C1\Sc2ccc(OC)cc2N1CC
 : -0.5%, -12%, -0.1, -18, -2, nt, 3, -8, 2
9: C/C(CCc1ccccc1)=N\NC(=O)c1ccc(CN2CCOCC2)cc1
 : 0.5%, -8%, 0.2, -4, -8, 14, 4, 10, -5
10: CC(=O)Nc1ccc(S(=O)(=O)N(Cc2cc3ccc(C)cc3[nH]c2=O)CC2CCCO2)cc1 (configuration not stated)
 : 0.7%, -14%, 0.4, -4, 6, -3, 2, 13, 15
11: CC1(c2ccccc2)NC(=O)N(Cc2ccc([N+](=O)[O-])cc2)C1=O (configuration not stated)
 : 0.3%, -4%, -0.5, -8, -3, -7, 3, -5, -8
12: c1ccc(-c2nn3c(-c4ccco4)nnc3s2)nc1
 : 2.5%, -9%, -1.1, -17, -2, 5, 0, -13, -9
13: CCN(CC)S(=O)(=O)c1ccc2c(c1)nc(SCC(=O)NCC1CCCO1)n2CC (configuration not stated)
 : 2.5%, nt, 0.0, -10, -10, -1, 1, -10, -2
14: Cc1cc(NC(=O)c2ccco2)cc(-c2nc3ccccc3o2)c1O
 : 1.5%, 5%, 0.4, nt, 1, 8, 0, -2, 6
15: CCCCCCNC(=O)c1ncn[nH]1
 : 4.1%, -3%, 0.4, -2, -3, -1, 6, 3, 27
16: COc1ccc(C(=O)CSc2nnc(CNC(=O)c3ccco3)n2C)cc1OC
 : -2.0%, 3%, 0.8, 0, 1, 1, 4, -1, 7
17: O=S(=O)(NCc1ccccn1)c1ccccc1
 : 1.7%, -14%, -0.3, -12, -4, -8, 2, 5, 2
18: CCCCCCCC#Cc1ccccc1/C=N/S(=O)c1ccc(C)cc1 (configuration not stated)
 : 7.9%, 1%[15.3 µM], 0.0, nt, -4, -2, -4, 1, -5
19: COc1ccc(S(=O)(=O)Nc2c(C(=O)O)[nH]c3ccc(OC)cc23)cc1
 : 3.1%, -3%, 0.0, 2, 8, 2, 1, 30, -3
20: O=C(Cn1nnc(-c2ccccc2)n1)NNC(=O)c1ccco1
 : -0.8%, -16%, 0.8, -9, 8, -8, 1, 4, 3

Complete entries from above. Order of values: RXFP1 ag, Apoferritin bind, TRHR agonist, RXFP1 antagonist, D1 potentiator, D2 PAM, D1 agonist, D1 antagonist, TRHR PAM
C/C(CCc1ccccc1)=N\NC(=O)c1ccc(CN2CCOCC2)cc1 across the screens: 0.5%, -8%, 0.2, -4, -8, 14, 4, 10, -5
CC(C)c1ccc(C2/C(=C(/O)c3ccc(F)cc3)C(=O)C(=O)N2CCCN2CCOCC2)cc1 (configuration not stated) across the screens: 4.1%, -15%, 0.4, -7, 0, -3, 9, -11, 6

Remaining list, next part:
Screens in order – RXFP1 ag, Apoferritin bind, TRHR agonist, RXFP1 antagonist, D1 potentiator, D2 PAM, D1 agonist, D1 antagonist, TRHR PAM
21: O=C(CCNC(=O)c1ccc([N+](=O)[O-])cc1)Nc1ccc(F)cc1F
 : -3.4%, 7%, -0.7, -1, -2, nt, 0, -24, 15
22: Cc1cc(C)c2c(n1)sc1c(N3CCCCC3)ncnc12
 : 2.9%, 4%, 0.1, -13, 3, 4, 2, 2, -3
23: COc1ccccc1C(=O)O/N=C(/C)c1ccc(N2C(=O)C3CCCCC3C2=O)cc1 (configuration not stated)
 : 5.3%, -14%, 0.1, -5, -4, -2, 13, -27, 2
24: Cc1cccc(C)c1OCc1cc(C(=O)N2CCC(c3ccccc3)CC2)no1
 : 2.4%, 44%[activator], 1.9, -2, -7, 6, 18, -4, 2
25: CC1C/C(=C/c2cccn2C)C(=O)/C(=C/c2cccn2C)C1 (configuration not stated)
 : -1.4%, ?, 82*, -11, 7, -6, 198*, -29, 35*
26: COCc1ccc(CN2CCc3c([nH]c4ccccc34)C2CC(C)C)o1 (configuration not stated)
 : -1.6%, -4%, 5.0, -12, 1, 5, 2, -5, 3
27: OCCCNc1cc(-c2ccnc(Nc3cccc(Cl)c3)n2)ccn1
 : 3.2%, 0%, -0.9, nt, -7, 7, 2, -5, 18
28: COc1ccc(N2CC(NC(=O)c3ccco3)CC2=O)cc1OC (configuration not stated)
 : 0.3%, -2%, 0.1, nt, -1, -8, -2, nt, 4
29: COc1ccc(NC(=O)Cn2cc(C(=O)C3CCCCC3)c3ccccc32)cc1
 : 2.7%, -3%, -0.4, -15, -9, 5, 2, -10, 6
30: O=C(c1cc(COc2ccc(F)cc2F)on1)N1CCN(C(=O)c2ccco2)CC1
 : 0.6%, -13%, -0.9, -5, -4, 0, 18, -18, 0
31: C/C(=N\Nc1ccc(C(F)(F)F)cn1)c1ccc(S(=O)(=O)NCc2ccco2)cc1
 : 2.6%, -10%, 1.2, 15, -4, 10, 10, -9, 1
32: COc1ccc(S(=O)(=O)N2CCCC(C(=O)Nc3ccc(OC)c(OC)c3)C2)cc1 (configuration not stated)
 : -1.5%, -12%, -0.3, 7, -2, 8, -1, -31*, 3
33: CCCC(NC(=O)c1ccco1)c1nc2ccccc2[nH]1 (configuration not stated)
 : 3.2%, -7%, -0.3, 1, -2, 8, 1, -6, 0
34: N=c1c(C(=O)NCCc2ccccc2)cc2c(=O)n3ccccc3nc2n1Cc1ccco1
 : 5.3%, -20%, -0.1, 25, -14, -2, 0, -11, -2
35: NC(=O)c1cc(-c2ccncc2)nc2ccc(Cl)cc12
 : -0.8%, -7%, 0.8, -7, 1, -5, 1, 3, 3
36: COc1ccc(C(=O)NNC(=O)CSc2nnc(-c3ccc(O)cc3)n2C)cc1
 : 2.7%, -6%, 0.3, 0, -1, 4, 3, -10, -7
37: S=C(NCc1ccncc1)NC1CCCCC1
 : 5.0%, -4%, 0.5, -7, 0, -7, 0, nt, 2
38: COc1cc(OC)cc(C(=O)NC(=S)Nc2cc3oc4ccccc4c3cc2OC)c1
 : -0.1%, -9%, 0.1, -5, 2, -3, 1, 6, 4
39: O=C(COc1ccccc1)N(Cc1ccco1)C1CCS(=O)(=O)C1 (configuration not stated)
 : 0.8%, -7%, 1.3, 0, -6, nt, 1, -4, -5
40: CCC(C)NC(=O)CCc1c(C)nc2nc(-c3cc(OC)cc(OC)c3)nn2c1C (configuration not stated)
 : 0.4%&0.8%, -4%&-5%, -0.3&-0.4, 0, -1&-3, -4, -1&0, -3&-2, 2&-2
41: Cc1nn(C)c(C(=O)Nc2ccc(S(=O)(=O)NC34CC5CC(CC(C5)C3)C4)cc2)c1Br
 : -3.4%, 57%[activator], -0.4, -5, -1, 0, 6, -13, 0
42: Cn1nnnc1Sc1ccc([N+](=O)[O-])cc1Cl
 : 2.4%, -7%, 1.1, 2, 0, 2, 1, -4, -13
43: COc1ccc(-c2csc(N(CCCN3CCOCC3)C(=O)c3ccco3)n2)cc1
 : 4.0%, -13%, -0.1, -2, -8, 6, 1, 3, -3
44: O=C(CCNC(=O)c1ccccc1Cl)NCC1COc2ccccc2O1 (configuration not stated)
 : -0.3%, nt, 0.1, -16, 6, -3, 3, 8, -1
45: Cc1ccc(NC(=O)c2ccccc2)s1
 : 0.9%, -10%, -0.2, -1, 2, -15, 5, 4, 5
46: CCC(c1nnnn1CC1CCCO1)N(CCCO)Cc1cc2cccc(C)c2[nH]c1=O (configuration not stated)
 : 0.2%, -12%, 0.9, -14, 6, -5, 0, -2, 10
47: COc1ccc(C(CC(=O)Nc2ccc(Br)cn2)N2Cc3ccccc3C2=O)cc1 (configuration not stated)
 : 0.7%, 8%, 0.0, 10, -3, 6, 1, -4, 4
48: COc1ccccc1C1CCN(Cc2cccc(C(=O)N3CCC(O)CC3)c2)CC1
 : 0.0%, -12%, 0.7, 3, -6, -24, 1, 1, -1
49: CC1(c2cccc(Br)c2)NC(=O)N(CC(=O)NCC2CCCO2)C1=O (configuration not stated)
 : -0.8%, nt, -0.5, 8, 1, 3, 3, 0, 19
50: COc1ccccc1CNS(=O)(=O)c1c(C)[nH]c(C)c1C(=O)N1CCCCC1
 : -0.8%, -4%, 0.2, 35, -4, -10, 0, -5, 0
51: CCOc1ccc(-n2c(=O)c3c4c(sc3n(CC(=O)NCc3ccco3)c2=O)CCC4)cc1
 : 1.8%, -6%, 1.0, -6, -3, 2, 1, 29, 23

Two records picked at random from those above:
Screens in order – RXFP1 ag, Apoferritin bind, TRHR agonist, RXFP1 antagonist, D1 potentiator, D2 PAM, D1 agonist, D1 antagonist, TRHR PAM
48: COc1ccccc1C1CCN(Cc2cccc(C(=O)N3CCC(O)CC3)c2)CC1
 : 0.0%, -12%, 0.7, 3, -6, -24, 1, 1, -1
47: COc1ccc(C(CC(=O)Nc2ccc(Br)cn2)N2Cc3ccccc3C2=O)cc1 (configuration not stated)
 : 0.7%, 8%, 0.0, 10, -3, 6, 1, -4, 4
